TIM10 inh – TIM10 yeast growth inhibition; inhibition, % at 10 µM; AID 463195; S. cerevisiae TIM10 strain growth, BacTiter-Glo luminescence, 24 h; 330,000 tested, 1.4% active;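 active = inhibition of 40% or more at the single tested concentration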;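 note: wild-type TIM10 isogenic control strain grown at permissive 25 °C; 0% = DMSO yeast wells and 100% = minimal medium wells without yeast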
Jurkat NFkB inh – lowers PMA/ionomycin-induced NF-kB signal in Jurkat cells | PMA/ionomycin-induced NF-kB luciferase reporter, luminescence | 330,000 tested, 0.53% active | inhibition, % at 4 µM; in the data active = inhibition above about 50%
tim23-1 inh – inhibits growth of tim23-1 mutant yeast; S. cerevisiae tim23-1 growth, BacTiter-Glo luminescence, 24 h; inhibition, % at 20 µM; 330,000 tested, 1.3% active;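 active = growth inhibition of the mutant yeast at or above 50%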;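 note: temperature-sensitive mutant grown at 25 °C; plate controls were DMSO-treated mutant yeast for no effect and medium wells lacking yeast for full effect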
tim10-1 inh – tim10-1 yeast growth inhibition | S. cerevisiae tim10-1 ts strain growth, BacTiter-Glo, 24 h | inhibition, % at 20 µM | 330,000 tested, 2.2% active | AID 463190;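 active = inhibition of at least 40%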;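 note: mutant grown at 25 °C; 0% = DMSO wells with yeast and 100% = wells holding no yeast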
CHOP UPR activ – apoptotic UPR (CHOP) activation; 330,000 tested, 0.34% active; AID 449763; CHO-CHOP luciferase reporter, luminescence; percent of tunicamycin response over DMSO baseline; activation, % at 10 µM;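 active = at 10 µM dose, activation of 40% or more, normalized to positive control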;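 note: 100% = tunicamycin at 10 µg/mL and 0% = DMSO alone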
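System: CHO-CHOP luciferase reporter cell line; amount: 500 cells/well; buffer or medium: F12 medium containing 10% fetal bovine serum; incubation: 6 h compound exposure at 37 °C after overnight seeding; measured by: luciferase luminescence after 10 min with Steady-Glo reagent; evaluation: % reporter activation, DMSO baseline versus tunicamycin full activation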
Mdm2 MdmX PPI – human Mdm2/MdmX binding inhibition; O15151+Q00987; inhibition, % at 8 µM; AID 485346; SaOS-2 split-luciferase Mdm2/MdmX complementation, luminescence; 330,000 tested, 3% active;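 active = inhibition of at least 50% at 8 µM in the primary screen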
Target sequence (O15151 whole entry, looked up): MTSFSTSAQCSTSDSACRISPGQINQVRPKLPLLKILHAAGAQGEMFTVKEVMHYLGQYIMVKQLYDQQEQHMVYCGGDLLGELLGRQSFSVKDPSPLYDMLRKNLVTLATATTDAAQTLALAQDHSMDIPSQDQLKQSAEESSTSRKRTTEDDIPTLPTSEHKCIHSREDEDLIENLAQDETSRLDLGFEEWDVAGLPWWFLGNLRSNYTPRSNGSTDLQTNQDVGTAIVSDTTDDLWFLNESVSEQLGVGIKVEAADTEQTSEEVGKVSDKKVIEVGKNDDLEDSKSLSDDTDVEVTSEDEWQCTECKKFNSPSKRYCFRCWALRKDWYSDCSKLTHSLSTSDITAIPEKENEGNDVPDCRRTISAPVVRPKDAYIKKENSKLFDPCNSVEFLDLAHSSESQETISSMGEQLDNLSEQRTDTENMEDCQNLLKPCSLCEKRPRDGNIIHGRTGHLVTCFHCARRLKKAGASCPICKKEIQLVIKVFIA
Target sequence (Q00987 whole entry, looked up): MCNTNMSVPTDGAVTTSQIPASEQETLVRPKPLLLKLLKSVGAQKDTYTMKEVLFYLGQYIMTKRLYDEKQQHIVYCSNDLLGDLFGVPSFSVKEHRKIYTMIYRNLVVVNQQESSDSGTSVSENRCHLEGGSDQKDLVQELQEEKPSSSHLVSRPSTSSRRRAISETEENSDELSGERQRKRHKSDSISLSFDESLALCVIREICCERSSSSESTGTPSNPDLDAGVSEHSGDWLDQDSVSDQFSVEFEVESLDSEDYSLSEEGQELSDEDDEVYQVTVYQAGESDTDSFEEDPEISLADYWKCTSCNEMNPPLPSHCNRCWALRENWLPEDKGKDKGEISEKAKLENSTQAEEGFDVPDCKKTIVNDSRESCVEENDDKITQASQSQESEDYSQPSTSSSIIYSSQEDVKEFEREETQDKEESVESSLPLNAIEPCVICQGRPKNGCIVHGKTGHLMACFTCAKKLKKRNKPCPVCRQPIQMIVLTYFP
697 NFkB inh – inhibitors of the PMA/ionomycin-induced NF-kB reporter in 697 B cells; 697 B-cell NF-kB luciferase reporter, 16 h; inhibition, % at 4 µM; 330,000 tested, 0.33% active; in the data active = inhibition above about 35%
XBP1 UPR activ – adaptive UPR (XBP1) activation | CHO-XBP1 luciferase reporter, IRE1-XBP1 UPR activation, luminescence; percent of tunicamycin response, DMSO as zero | activation, % at 20 µM | 330,000 tested, 0.33% active | AID 463104;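 active = versus positive control, 20 µM dose yields 30% or more activation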;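 note: 100% = tunicamycin at 10 µg/mL and 0% = DMSO only wells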
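Material – CHO cell line with stable XBP1 luciferase reporter · Buffer or medium – F12 plus 10% FBS · Compound – single point, 20 µM final compound, 1% DMSO · Schedule – 16-18 h cell attachment at 37 °C, then 6 h compound exposure · Signal – Steady-Glo luminescence read · Benchmarks – high control tunicamycin 10 µg/mL final, low control DMSO vehicle only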
The depositor's hits bear a star.

Start of the data: the first 18 entries (preview)
SMILES	TIM10 inh	Jurkat NFkB inh	tim23-1 inh	tim10-1 inh	CHOP UPR activ	Mdm2 MdmX PPI	697 NFkB inh	XBP1 UPR activ
CCN(CC)CCN1C(=O)c2ccccc2NC1c1ccc(C)cc1 (stereo unspecified)	-7	-2	17	8	-0.5	17	-3	1
Cc1cc(C(=O)OCC(=O)NCc2ccc(F)cc2)c2ccccc2n1	3	4	18	15	-0.3	18	8	1
CN(C)c1ccc(/C=C(\C#N)C(=O)NCc2ccco2)cc1	15	-28	11	4	5.8	-54	-64	3
COc1ccc(NC(=O)Nc2cc3oc4ccccc4c3cc2OC)cc1	20	-25	4	20	0.9	-8	-6	3
O=c1[nH]c(CSc2nnc(-c3ccccc3)n2C2CCCCC2)nc2ccccc12	24	-10	21	15	2.2	3	4	-1
O=C(CCCCn1c(=O)c2ccccc2n(Cc2ccc(F)cc2)c1=O)NCc1ccco1	13	24	18	22	19	41	-4	-1
Nc1c2c(nc3sc4c(c13)CCCCC4)CCCCC2	9	-177	29	19	3.4	-93	-260	2
O=C(/C=C/c1ccccc1)Nc1nnc(-c2ccco2)o1	11	14	15	11	1.5	-17	17	-2
Cc1nc2c(ccc3nc(NC(=O)c4ccc5c(c4)OCCO5)sc32)s1	9	-116	46	-10	3.2	9	-255	3
Cc1cccc(NC(=O)/C=C/c2cccs2)n1	-9	-167	14	26	8.6	-73	-159	0
COC(=O)/C=C/c1c(C)nc(NCc2ccccc2)nc1Cl	4	1	-1	11	2.9	7	17	-4
Cc1ccc(C(=O)N[C@H](C(=O)OCC(=O)Nc2cccc(S(N)(=O)=O)c2)C(C)C)cc1	-1	-6	9	0	-0.5	-18	-14	1
Cn1nc(C(=O)N2CCCC2)c2ccccc2c1=O	2	14	1	13	1.1	9	2	-1
CN(CC(=O)NCCc1ccc(S(N)(=O)=O)cc1)CC(=O)Nc1ccccc1C(F)(F)F	0	4	10	15	-1.2	-8	-8	-1
C=C1C(=O)O[C@H]2C[C@]3(C)C([C@@H](OC(=O)/C(C)=C/C)[C@H]12)[C@](C)(O)CC[C@H]3O (stereo partly specified)	11	-4	21	-3	6.4	12	12	-8
C/C(=N/Nc1nc(-c2ccccc2F)nc2ccccc12)c1ccccc1O	10	-1	19	24	-0.2	0	3	2
CCCOc1ccc(CSC(CC(=O)O)C(=O)O)cc1 (stereo unspecified)	-1	-14	1	-1	-1.9	1	8	-1
O=C(c1ccc(Br)o1)N1N=C(c2ccc(Cl)cc2)CC1c1ccco1 (stereo unspecified)	9	11	50	21	1.1	25	26	1

All compounds of this part, from the start:
SMILES	TIM10 inh	Jurkat NFkB inh	tim23-1 inh	tim10-1 inh	CHOP UPR activ	Mdm2 MdmX PPI	697 NFkB inh	XBP1 UPR activ
CCN(CC)CCN1C(=O)c2ccccc2NC1c1ccc(C)cc1 (stereo unspecified)	-7	-2	17	8	-0.5	17	-3	1
Cc1cc(C(=O)OCC(=O)NCc2ccc(F)cc2)c2ccccc2n1	3	4	18	15	-0.3	18	8	1
CN(C)c1ccc(/C=C(\C#N)C(=O)NCc2ccco2)cc1	15	-28	11	4	5.8	-54	-64	3
COc1ccc(NC(=O)Nc2cc3oc4ccccc4c3cc2OC)cc1	20	-25	4	20	0.9	-8	-6	3
O=c1[nH]c(CSc2nnc(-c3ccccc3)n2C2CCCCC2)nc2ccccc12	24	-10	21	15	2.2	3	4	-1
O=C(CCCCn1c(=O)c2ccccc2n(Cc2ccc(F)cc2)c1=O)NCc1ccco1	13	24	18	22	19	41	-4	-1
Nc1c2c(nc3sc4c(c13)CCCCC4)CCCCC2	9	-177	29	19	3.4	-93	-260	2
O=C(/C=C/c1ccccc1)Nc1nnc(-c2ccco2)o1	11	14	15	11	1.5	-17	17	-2
Cc1nc2c(ccc3nc(NC(=O)c4ccc5c(c4)OCCO5)sc32)s1	9	-116	46	-10	3.2	9	-255	3
Cc1cccc(NC(=O)/C=C/c2cccs2)n1	-9	-167	14	26	8.6	-73	-159	0
COC(=O)/C=C/c1c(C)nc(NCc2ccccc2)nc1Cl	4	1	-1	11	2.9	7	17	-4
Cc1ccc(C(=O)N[C@H](C(=O)OCC(=O)Nc2cccc(S(N)(=O)=O)c2)C(C)C)cc1	-1	-6	9	0	-0.5	-18	-14	1
Cn1nc(C(=O)N2CCCC2)c2ccccc2c1=O	2	14	1	13	1.1	9	2	-1
CN(CC(=O)NCCc1ccc(S(N)(=O)=O)cc1)CC(=O)Nc1ccccc1C(F)(F)F	0	4	10	15	-1.2	-8	-8	-1
C=C1C(=O)O[C@H]2C[C@]3(C)C([C@@H](OC(=O)/C(C)=C/C)[C@H]12)[C@](C)(O)CC[C@H]3O (stereo partly specified)	11	-4	21	-3	6.4	12	12	-8
C/C(=N/Nc1nc(-c2ccccc2F)nc2ccccc12)c1ccccc1O	10	-1	19	24	-0.2	0	3	2
CCCOc1ccc(CSC(CC(=O)O)C(=O)O)cc1 (stereo unspecified)	-1	-14	1	-1	-1.9	1	8	-1
O=C(c1ccc(Br)o1)N1N=C(c2ccc(Cl)cc2)CC1c1ccco1 (stereo unspecified)	9	11	50	21	1.1	25	26	1
CCN(C(=O)CN1CCN(c2ccccc2O)CC1)c1c(N)n(Cc2ccccc2)c(=O)[nH]c1=O	3	-14	11	7	3.9	18	-2	-4
CCCC1(C(=O)OCC)NC(c2ccc(N(C)C)cc2)C2C(=O)N(c3ccc4c(c3)OCCO4)C(=O)C21 (stereo unspecified)	5	9	9	10	-3.1	5	14	6
O=c1[nH]c(/C=C\c2cccc(Cl)c2)nc(O)c1[N+](=O)[O-]	7	2	0	4	-0.1	-8	0	-7
Cc1noc2ncnc(Oc3ccc(C(C)(C)C)cc3)c12	-14	4	6	-23	1.0	-10	11	0
Cc1ccccc1Nc1nc(N)nc(COC(=O)CCC(=O)c2ccc(F)cc2)n1	-3	24	13	15	-0.1	9	-6	-2
Cc1cc(C)cc(N(CCC(=O)O)S(=O)(=O)c2ccc(Cl)cc2)c1	4	37	25	12	0.9	16	-1	-2
Cc1ccc(-c2nnc(SCC(=O)NC3CCCC3)n2N)cc1	-14	-10	-7	-12	0.3	15	-4	1
Cc1ccc(S(=O)(=O)Oc2ccc(/C=N/NC(=O)c3cccnc3)cc2)cc1	25	11	8	14	2.0	1	-41	1
CC1CN(CC(=O)Nc2nc3ccccc3s2)CC(C)O1 (stereo unspecified)	-3	-3	7	-18	0.4	-15	-16	-1
COc1cc(CCC(=O)Nc2ncc(C)s2)cc(OC)c1OC	3	9	5	-6	0.3	-11	2	2
CCCN(Cc1cc2ccc(C)cc2[nH]c1=O)C(=O)c1cccnc1	6	-5	0	10	-2.3	-6	-11	0
COc1ccc(C(=O)NNC(=O)CCn2nnc(-c3ccc(Cl)cc3)n2)cc1OC	-12	5	-2	-16	0.8	20	14	-3
O=C(c1nnc(Cc2ccc(Cl)cc2)o1)N1CCOCC1	-3	-4	-9	-23	0.9	14	10	-2
CN(C)/C=C1/NC(=S)NC1=O	-16	-59	23	-10	0.8	-13	2	-3
O=C(NNS(=O)(=O)Cc1ccccc1)c1ccc([N+](=O)[O-])cc1	-21	-2	23	11	0.6	-4	12	-2
CCc1cccc(OCCCCNCCCOC)c1	-17	8	2	-12	4.2	-2	5	0
CCn1c(C)c(C(C)=O)c(N2CCC(C(N)=O)CC2)nc1=S	3	19	-6	0	1.0	-21	-2	0
Cc1cc(NC(=O)CSc2ncnc3sccc23)no1	11	9	2	-3	0.0	7	10	2
O=C(Nc1nnc(C2CC2)s1)c1ccc(Cl)c(S(=O)(=O)N2CCc3ccccc3C2)c1	-3	26	7	-5	2.1	-5	-80	-1
CC(OC(=O)c1ccccc1NCCO)C(=O)Nc1ccnn1C(C)C (stereo unspecified)	5	0	12	8	0.0	4	14	-3
NC(=O)[C@H]1CC2(CC(c3cccc(NC(=O)COc4ccc(Cl)cc4)c3)=NO2)CN1C(=O)CC(c1ccccc1)c1ccccc1 (stereo partly specified)	6	10	12	12	11	54*	5	5
Cc1onc(C(=O)NN)c1C(=O)N1CCN(C(c2ccccc2)c2ccccc2)CC1	14	6	13	26	1.5	-10	15	-1
O=C(CSCc1cc(=O)n2nc(C3CC3)sc2n1)Nc1ccccc1Cl	10	-2	9	12	-2.0	-2	-12	-4
CCOC(=O)c1cc(OCC(=O)NC(C)C(C)C)cc(C(=O)OCC)c1 (stereo unspecified)	-1	6	20	10	-0.5	7	11	-4
COc1cc(NC(=O)CSc2nc(C3CC3)nc3ccccc23)cc(OC)c1	4	-3	8	9	-0.2	54*	14	7
O=C1Nc2ccccc2/C1=C\c1cccn1-c1ccc(OC(F)(F)F)cc1	-12	-2	20	14	0.4	44	8	-2
O=C1C2Sc3[nH]c(=O)sc3C(c3ccccc3)C2C(=O)N1c1ccccc1 (stereo unspecified)	25	-5	28	21	-1.8	13	-15	2
O=C(O)C1=C[C@@H](c2csc3ccccc23)C[C@@H](OCc2ccc(CO)cc2)O1	9	13	17	12	0.2	12	1	0
NCCCC[C@@H]1NC(=O)[C@H](CCC(=O)O)NC(=O)c2cc([N+](=O)[O-])cc(I)c2NCC[C@@H](C(N)=O)NC1=O	6	-5	2	12	-0.7	8	18	0
CC(OC(=O)Cc1n[nH]c(=O)c2ccccc12)C(=O)Nc1ccc(S(N)(=O)=O)cc1 (stereo unspecified)	-6	2	13	4	1.5	29	-1	1
O=C(NCc1ccc(F)cc1F)Nc1cnccc1C(F)(F)F	8	7	10	-3	0.9	0	3	-1
O=c1[nH]c(/C(=N\O)c2ccccc2)no1	14	-3	-6	-17	-1.1	13	7	-8
O=C(NCCCN1CCOCC1)C(=O)NCC1OCCCN1S(=O)(=O)c1cc(F)ccc1F (stereo unspecified)	-8	-2	5	-5	-0.7	2	-2	-2
C=CCSc1nc2ccccc2n1C(=O)/C=C/c1cc(OC)c(OC)c(OC)c1	43*	64*	44	45*	-1.1	100*	-64	-4
Cc1ccn2cc(CCNC(=O)COc3ccccc3)nc2c1	-2	-12	13	2	-0.1	-3	35	-1
CCN(CC)CCN(C(=O)c1cccc(N2C(=O)CCC2=O)c1)c1nc2cc3c(cc2s1)OCO3	13	-12	10	3	-0.9	-7	1	-3
CC(C)(C)C1N=C(c2ccc3ccccc3c2)OC1=O (stereo unspecified)	3	11	10	3	0.4	15	4	1
O=C(NNC(=S)NC(=O)c1cccs1)c1ccc(O)cc1	4	11	2	-29	1.8	13	-18	-1
O=C(O)CS(=O)(=O)CC(=O)O	-7	19	-6	-20	2.8	15	19	-4
COc1ccc(NC(=O)C/C(C)=N/NC(=O)COc2ccc(OC)cc2)cc1	-7	3	1	-8	1.4	13	7	-4
CC#CCCCC(=O)Nc1cccc(C(=O)O)c1	-21	3	-7	11	-0.4	12	-45	-2
COc1ccc(CCN2C(=NC(=O)CC(C)C)SC3CS(=O)(=O)CC32)cc1OC (stereo unspecified)	-1	6	-1	-6	-1.7	12	8	1

Compound activity: PubChem BioAssay, Sanford-Burnham Center for Chemical Genomics
